PGC1a acetyl inh: modulators of PGC1a acetylation | U2OS PGC1a acetylation, AlphaScreen anti-acetyl-lysine; with virally co-expressed GCN5 acetyltransferase | 350,000 tested, 0.17% active | inhibition, % at 15.6 µM;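 active = every replicate shows inhibition of at least 40%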;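 note: 0% = neutral control wells and 100% = positive control wells; some results beyond the cut were filed as inactive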
FN deposit inh: fibronectin deposition inhibition; AH1F fibroblasts, Alexa488-fibronectin deposition fluorescence, overnight; inhibition, % at 12.6 µM; 350,000 tested, 0.086% active;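 active = mean inhibition across replicates of 30% or more, regardless of how many single replicates reach that level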;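 note: positive control wells lacked labelled fibronectin entirely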
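test system = AH1F fibroblasts assembling fluorescent fibronectin matrix | quantity = 10000 AH1F cells per well | buffer or medium = DMEM plus 2% serum, read in PBS | doses = single dose, pinned | incubation = 1 h cell attachment, overnight exposure to compound and label | detection = fluorescence at 485 nm excitation, 525 nm emission | read-out basis = inhibition from reduced deposited-fibronectin fluorescence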
LGR2 antag: blocks bursicon-induced cAMP signaling via Drosophila LGR2 | AID 720647 | HEK293 LGR2, CRE-luciferase, bursicon-stimulated, 4 h | 380,000 tested, 0.35% active | inhibition, % at 9.99 µM;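 active = drop in luminescence signal, shown as inhibition above about 50% in the replicate tests, limit read from the data, passing the limit was not always enough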;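 note: agonist challenge used bursicon conditioned medium at about half maximal strength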
EWS-Fli block: inhibitors of EWS/Fli oncoprotein transcriptional activity | A673 NR0B1-luciferase reporter, viability-normalised | inhibition, % at 12.6 µM | 350,000 tested, 0.67% active | AID 651661;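 active = mean inhibition of at least 50% after viability correction, with every replicate also passing that limit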;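 note: firefly luciferase signal divided by Alamar Blue viability fluorescence both relative to DMSO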
miR-122 sensor: miR-122 inhibition in Huh7 cells. Huh7 miR-122 Renilla luciferase sensor, 48 h; neutral wells = 0, positive control = 100. activation (reporter increase), % at 12.5 µM. 340,000 tested, 0.3% active;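 active = mean replicate activation score at least 90 and every replicate individually at or above 90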;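 note: higher luciferase means less miR-122 activity so hits act as miR-122 inhibitors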
PAX8 reporter: inhibitors of PAX8 transcriptional activity in RMG-I cells; RMG-I TPO-luciferase reporter, SteadyGlo, 24 h; inhibition, % at 12.6 µM; 360,000 tested, 1.2% active;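 active = mean replicate inhibition at least 60% with every replicate also reaching 60%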;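 note: luciferase light reporting Pax8 driven TPO promoter activity; plate controls were median of neutral control wells for no effect and mitoxantrone controls for full effect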
Cneo AK release: causes C. neoformans cell lysis | adenylate kinase release luminescence, 4 h; normalised: neutral wells 0, clomiphene wells 100 | 360,000 tested, 0.2% active | lysis activity, % at 15 µM | AID 651654;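 active = mean lysis activity across replicates of at least 80%, whatever share of replicates individually reach that level; inactive = mean lysis activity below 80%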
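Material: C. neoformans cells; Schedule: 4 h static compound exposure, 37 °C, read 1 h post-reagent; Measured by: adenylate kinase release luminescence; Read-out: signal increase indicating cell lysis; Controls: Clomiphene as positive lysis control.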
Casp6 inh: caspase-6 (human) enzyme inhibition | purified caspase-6, Z-VEID-R110 cleavage fluorescence | inhibition, % at 12.5 µM | 350,000 tested, 0.53% active;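 active = mean inhibition across replicates at least about 35%, with every replicate also reaching that limit, limit read from the data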;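 note: 0% = median of neutral control wells and 100% = no fluorescence left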
Target sequence (P55212 24-179 limits assumed): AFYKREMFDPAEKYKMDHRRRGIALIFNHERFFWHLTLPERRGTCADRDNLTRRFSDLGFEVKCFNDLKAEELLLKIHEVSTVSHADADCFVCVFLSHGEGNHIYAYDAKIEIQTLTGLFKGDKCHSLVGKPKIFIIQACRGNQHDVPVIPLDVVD
Target sequence (P55212 194-293 limits assumed): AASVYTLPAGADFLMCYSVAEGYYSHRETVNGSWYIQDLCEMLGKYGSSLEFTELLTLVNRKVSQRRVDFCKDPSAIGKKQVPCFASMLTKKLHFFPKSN
* hit, by the source's call; . = no result given; & = joins results of further samples; [ ] = another dose, or the depositor's remark.

SMILES	PGC1a acetyl inh	FN deposit inh	LGR2 antag	EWS-Fli block	miR-122 sensor	PAX8 reporter	Cneo AK release	Casp6 inh
C[C@H](CO)N1C[C@H](C)[C@H](CN(C)Cc2ccc(F)cc2)Oc2cc(C#CCN(C)C)ccc2S1(=O)=O	-16	-2	-3	-9	4[16.7 µM]	.	49	0
Cc1ccc2nc(NC(=O)c3ccccn3)sc2c1	-7	7	103*	84*	.	72*	-10	-3
C=CCSc1nnc(-c2nnc(SCC=C)n2CC)n1CC	2	4	.	.	-3	6	-3	.
CCc1cc2c(=O)c(-c3cnn(-c4ccccc4)c3)c(C(F)(F)F)oc2c(CN(C)C)c1O	-7	3	-7	6	3	-7	3	1
CCC(=O)Nc1ccc2c(c1)C(=O)N(C)C[C@H](OC)[C@@H](C)CN(C(=O)CN1CCOCC1)[C@@H](C)CO2	16	-14	1	-1	-2[16.7 µM]	.	.	.
CO[C@@H]1CN(C)C(=O)c2ccc(NS(=O)(=O)c3ccccc3)cc2OC[C@@H](C)N(C)C[C@@H]1C	-7	6	-29	4	-2[16.7 µM]	.	-4	.
CN(C(=O)C1CCC(=O)N(CCc2ccc(Cl)cc2)C1)C1CCOCC1 (stereo unspecified)	1	-3	4	-3	-1	-11	-3	-4
CCOc1ccccc1-n1nnnc1SCC(=O)OC	6	4	3	0	-5	-10	0	-3
O=C(c1ccoc1)N1CCC2(CC1)Oc1ccc(F)cc1C(=O)C21CC(c2cccnc2)=NO1 (stereo unspecified)	1	5	-4	-3	-3	25	0	-1
COc1ccccc1NC(=O)c1cc2c(CO)cnc(C)c2oc1=Nc1ccccc1	9	-1	-3	1	-10	22	3	-1
Cc1[nH][nH]c(=O)c1C(c1ccc(F)cc1)c1c(C)[nH][nH]c1=O	8	-1	6	9	-2	-13	0	2
CC(C)NC(=O)Nc1ccc2c(c1)CC(=O)N([C@H](C)CO)C[C@@H](C)[C@@H](CN(C)Cc1ccc(Cl)c(Cl)c1)O2	-6	.	7	.	-1[16.7 µM]	15	4	1
CNC[C@@H]1OCCCC[C@H](C)Oc2ccc(NC(=O)C3CCCCC3)cc2C(=O)N([C@@H](C)CO)C[C@@H]1C	-10	.	-12	-2	8[16.7 µM]	26	.	.
COc1ccc(S(=O)(=O)N(C)C[C@H]2Oc3c(NS(=O)(=O)c4cccs4)cccc3C(=O)N([C@H](C)CO)C[C@@H]2C)cc1	1	.	.	1	.	-13	.	-1
C[C@@H]1CCCCO[C@H](CN(C)Cc2ccccc2)[C@@H](C)CN([C@H](C)CO)C(=O)c2cc(NS(=O)(=O)c3ccc(Cl)cc3)ccc2O1	9&2	4&3	25	22&3	-11	34&19	-1&5	1&0
N#CCSc1ccccc1NC(=O)COC(=O)Cc1c[nH]c2ccccc12	6	-2	-14	3	.	-20	.	3
O=C(CC(NCc1ccccn1)C(=O)O)Nc1ccccc1Cl (stereo unspecified)	19	-2	1	-6	18	-12	3	-1
COc1ccc(/C=C/C(O)=C2/C(=O)NC3(C)CC2c2ccccc2O3)c(OC)c1OC (stereo unspecified)	26	1	26	12	3	19	-1	-1
CCOCCn1c(SCc2ccc(C)cc2)nc2c1c(=O)[nH]c(=O)n2C	6	2	6	4	2	-4	0	1
COc1cccc(-n2ccnc2SCC(=O)Nc2cc(C)on2)c1	6	2	6	-9	-12	-2	11	-4
O=C(N/N=C/C=C\c1ccccc1[N+](=O)[O-])c1ccccn1	-8	-6	-29	-36	-3	-48	-1	-3
CCCC#Cc1ccc2c(c1)O[C@@H](CN(C)Cc1cccnc1)[C@H](C)CN([C@H](C)CO)S2(=O)=O	-2	5	-10	35	20[16.7 µM]	28	-1	-1
CCCCCC(C)NC(=O)c1cc(S(=O)(=O)N2CCCCC2)ccc1N1CCOCC1 (stereo unspecified)	2	-14	-8	-3	.	-10	-1	-1
CC(=O)Oc1ccc(C(=O)c2ccccc2)c(OC(C)=O)c1	.	-2	-29	-4	.	12	.	-1
Nc1ncnc2c1ncn2[C@@H]1O[C@H](CCC(=O)NCc2ccccc2)[C@@H](O)[C@H]1O	10	-2	-10	-5	-1	4	10	1
C[C@@H]1CN([C@@H](C)CO)C(=O)c2cc(NC(=O)CCCN(C)C)ccc2O[C@@H]1CN(C)Cc1ccc2c(c1)OCO2	1	.	-12	28	.	-13	.	-1
CCOC(=O)CN=C/C(C(C)=O)=C(/C)O	.	7	5	-4	.	-6	.	-1
Cc1nc2cc(C(=O)OCC(=O)Nc3ccc(C#N)cc3)ccc2n1-c1ccccc1	-4	-9	-6	.	0	9	-2	.
CC(C)CN(Cc1c(O)ccc2c3c(c(=O)oc12)CCC3)CC(C)C	5	.	-11	1	.	.	.	2
Cc1c(Cl)cccc1NC(=S)NCCc1ccc(Cl)cc1	-10	10	-6	11	7	-10	113*	-3
COc1ccc(/C=N/NC(=O)c2ccc(Br)o2)cc1Cn1cc([N+](=O)[O-])cn1	10	.	-4	.	-3	.	5	.
CCOc1ccccc1N1CC(C(=O)Nc2cc(Cl)ccc2C)CC1=O (stereo unspecified)	.	-10	-4	2	-5	35	0	6
Cc1ccc2[nH]c3c(=O)n(Cc4ccco4)cnc3c2c1	4	7	1	-6	-3	9	3	-1
CCC(=O)c1ccc(OCC(O)CN2CCN(C(c3ccccc3)c3ccccc3)CC2)cc1 (stereo unspecified)	-34	7	2	.	-13	.	-4	.
O=C(Nc1ccccc1F)N1C[C@@H]2[C@H](c3ccccc31)[C@H](CO)N2C(=O)C1CC1	2	30*	-6	-42	-30[16.7 µM]	-60	-3	-2
COc1cccc(NC(=O)Nc2ccc3c(c2)C(=O)N(C)[C@@H]2CC[C@@H](CC(=O)O)O[C@H]2CO3)c1	1	4	8	3	-10[16.7 µM]	2	-1	.
O=C(Cc1ccc2c(c1)OCCO2)N1CCN(S(=O)(=O)c2cccs2)CC1	4	-6	23	-9	.	9	0	-1
CN1CCN(C(CNC(=O)C(=O)NC2CCCCC2)c2ccc(F)cc2)CC1 (stereo unspecified)	.	-4	-5	0	-5	-4	-1	6
COc1ccc2[nH]c(=O)c(CNc3ccc(C)cc3C)cc2c1	0	-1	-10	12	.	17	.	2
CN(CC1CCOCC1)C(=O)CC1C(=O)NCCN1Cc1ccc(-c2ccccc2)cc1 (stereo unspecified)	.	-2	5	5	.	-8	.	1
COc1ccccc1NC(=O)N(C)C[C@@H]1OCc2cnnn2CCCC(=O)N([C@H](C)CO)C[C@H]1C	-3&8&-3	-12&-6	8&11	-10&4&1	2	-8&-5&2	1&-1	-1&-2
CCN(CC(=O)Nc1ccccc1-c1ccccc1)Cc1nc2ccccc2c(=O)[nH]1	-5	5	2	40	24	29	3	-2
Cc1ccc(S(=O)(=O)N2C[C@@H]3CCCC[C@@H]3[C@@H](C)[C@H]2CC(=O)c2ccccc2)cc1	.	.	-14	-23	.	-4	0	-2
CCOC(=O)C1=C(C)NC(C)=C(C(=O)OCC)C1	5	-6&-7	-2&-3	6	-1	2	0&0	0&-2
COc1ccc(NC(=O)CCOc2ccccc2)c(OC)c1	.	-1	.	.	6	-28	-1	.
O=C(CCCN1C(=O)c2ccccc2C1=O)N1CCC(c2ccccc2)C1 (stereo unspecified)	3	-4	.	.	1	.	-1	.
COCCOC(=O)N1C(=O)[C@@]2(c3cc(C#CC4(O)CCCCCC4)ccc31)[C@H](c1ccc(OCCO)cc1)N1[C@H](c3ccccc3)[C@H](c3ccccc3)OC(=O)[C@H]1[C@@H]2C(N)=O	-12	.	.	-6	.	7	54	0
CC1CCCCC1NC(=O)c1cccc(S(=O)(=O)N2CCN(C)CC2)c1 (stereo unspecified)	.	-4	11	-3	-6	-13	0	2
CO[C@H]1CN(C)C(=O)c2ccc(NC(=O)C3CC3)cc2OC[C@@H](C)N(CCc2ccccc2)C[C@@H]1C	-12	-5	11	3	13[16.7 µM]	9	-2	-1
Cc1noc(C)c1NC(=O)N[C@@H]1C=C[C@@H](CC(=O)Nc2ccccc2)O[C@@H]1CO	7	.	-3	1	.	.	43	-3
Carrying on:
SMILES	PGC1a acetyl inh	FN deposit inh	LGR2 antag	EWS-Fli block	miR-122 sensor	PAX8 reporter	Cneo AK release	Casp6 inh
C[C@H]1CN([C@@H](C)CO)C(=O)c2cc(C3=CCCC3)cnc2O[C@H]1CN(C)C(=O)Nc1ccc(C(F)(F)F)cc1	-1	0	2	6	-7[16.7 µM]	.	4	0
CCC(C)C(NC(=O)C(Cc1ccc(O)cc1)NC(=O)OCc1ccccc1)C(=O)OC (stereo unspecified)	.	-10	7	8	.	15	.	0
N=C1S/C(=C\c2ccccc2F)C(=O)N1c1ccc(F)cc1	1	2	-9	1	-7	2	.	-3
O=C(NCCCNC(=O)c1c(F)cccc1F)c1c(F)cccc1F	6	0	2	8	-1	-10	5	1
CCC(C)NC(=O)Cn1c(=O)sc2ccccc21 (stereo unspecified)	-3	6	1	-11	-4	11	0	1
CC(C)(C)NC(=O)CSc1nc(-c2ccc(F)cc2)cs1	-5	-1	-26	-28	2	-114	.	1
Cc1cc(S(=O)(=O)N2CCN(c3ccccn3)CC2)ccc1F	13	-10	1	9	5	-4	-1	1
C[C@H](CO)N1C[C@H](C)[C@@H](CN(C)S(=O)(=O)c2ccc(Cl)cc2)Oc2ccc(NC(=O)Nc3cccc4ccccc34)cc2CC1=O	0	-4	6	6	8[16.7 µM]	-41	-8	3
COc1ccc(CN(C)C[C@@H]2OCCCC[C@H](C)Oc3ccc(NC(=O)Nc4c(C)noc4C)cc3C(=O)N([C@@H](C)CO)C[C@H]2C)cc1	-8	.	-7	-3	0[16.7 µM]	-3	0	1
CC(=O)[C@@H]1[C@@H](C(=O)c2ccc(C)cc2)[C@]2(C(=O)Nc3ccccc32)[C@H]2C=Cc3cc(F)ccc3N12	-8	1	-6	.	12	12	-7&1	.
COc1cc(OC)cc(C(=O)NNC(=O)C2CSC3(C)CCC(=O)N23)c1 (stereo unspecified)	4	0	-6	0	-1	-5	0	-1
CCCCn1c(-c2ccncc2)nc2c1c(=O)[nH]c(=O)n2CC(C)C	-10	.	-3	.	-6	.	0	.
CCCOc1ccccc1C(=O)N(Cc1ccc(C)o1)C1CCS(=O)(=O)C1 (stereo unspecified)	4	1	-5	.	0	9	5	-2
CC1CCCCN1S(=O)(=O)c1ccc(C(=O)Nc2sccc2C(N)=O)cc1 (stereo unspecified)	-14	7	-43	-127	-2	-42	-3	0
Cc1cc2[nH]c(=O)c(=O)[nH]c2cc1S(=O)(=O)NCC(C)c1ccccc1 (stereo unspecified)	.	-5	-6	-6	-1	0	-1	4
CCC12C(=Nc3c(Cl)cccc31)C[C@@H]1CCN3C(=O)CCC[C@H]2[C@H]13 (stereo partly specified)	6	-4	.	4	-3	10	0	1
C[C@H](CO)N1C[C@H](C)[C@H](CN(C)Cc2cccnc2)Oc2ncc(-c3cccc(F)c3)cc2C1=O	.	-13	19	3	-2[16.7 µM]	.	6	2

Source: PubChem BioAssay (Broad Institute)
